ADAM10 inh: inhibitors of human ADAM10. O14672. inhibition, % at 7 µM. recombinant ADAM10, EDANS/DABCYL FRET peptide cleavage, 3 h. 370,000 compounds, 0.62% hits;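 active = inhibition above a per-campaign cutoff equal to the mean of compounds falling between control-based bounds plus 3 SD, cut at about 20% in these data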;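 note: 0% = DMSO wells while the 100% control is not disclosed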
ADAM17 inh: inhibits human ADAM17. 370,000 compounds, 0.83% hits. P78536. inhibition, % at 6.95 µM. AID 720648. recombinant ADAM17, EDANS/DABCYL FRET peptide cleavage;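 active = inhibition above the mean of compounds lying between control limits plus 3 SD, set per campaign, cut at about 8.5% in these data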;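 note: 0% = DMSO-only wells as the low control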
TDP2 absorb: TDP2 (human) inhibition, absorbance primary screen | O95551 | recombinant TDP2, T5PNP hydrolysis, p-nitrophenol absorbance 415 nm | inhibition, % at 12.8 µM | 370,000 compounds, 0.34% hits;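 active = inhibition above the mean of all tested compounds plus 3 SD, set per campaign, cut at about 25% in these data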;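 note: 0% = DMSO with enzyme and 100% = buffer with substrate but no TDP2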
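Evaluation: % inhibition relative to enzyme-containing and enzyme-free wells. Material: recombinant human TDP2. Benchmarks: enzyme-free and DMSO wells. Timing: enzyme reaction with compound for 2 h at 37 °C. Compound dosing: 12.8 µM only. Measured by: p-Nitrophenol epi absorbance. Reagent: T5PNP substrate at 5 mM, a TopII-DNA adduct mimic. Replication: single well per compound.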
SIAE primary: blocks human sialic acid acetylesterase | SIAE FP-Rh probe binding, fluorescence polarization | inhibition, % at 9.66 µM | 370,000 compounds, 0.69% hits;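 active = inhibition above a cutoff: mean of compounds within the control limits plus 3 SD of those, cut at about 17% in these data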;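 note: 0% = plate median of compound wells and 100% = probe without SIAE protein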
ASAP1 GAP inh: inhibitors of human ASAP1 ArfGAP activity; Q9ULH1; ASAP1-stimulated ARF1 GTP hydrolysis, GDP FP detection; inhibition, % at 16.5 µM; 360,000 compounds, 0.19% hits; AID 624377; in the data active = inhibition above about 25%;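 note: 0% = vehicle with enzyme and substrate and 100% = no enzyme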
DDE Tn7 FP inh: inhibitors of Tn7 peptide binding to human fibrin DD(E); FP displacement of FITC-Tn7 peptide from fibrin DD(E); 0% = median of compound wells per plate; inhibition, % at 8.3 µM; 370,000 compounds, 0.13% hits; AID 720508;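 active = inhibition above the mean of compounds falling within the control limits plus 3 SD of them, cut at about 14% in these data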;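 note: 0% = plate median of compound wells and 100% = 10 µM Aha-Tn7 peptide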
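Assay system: Human fibrin DD(E) protein | Medium: Tris buffer with calcium and detergent, pH 7.8 | Reagent: 0.1 µM fluorescent Tn7 | Compound dosing: Single point at 8.3 µM | Times: 10 min preincubation, 3 h with tracer, room temperature | Detection: Fluorescence polarization of the labelled Tn7 tracer | Controls: Aha-Tn7 high control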
PLC-gamma1 inh: inhibitors of human phospholipase C gamma1. P19174. purified PLC-gamma1, fluorogenic substrate, fluorescence. inhibition, % at 12.2 µM. 370,000 compounds, 0.84% hits; in the data active = inhibition above about 9.5%
ARFGAP1 inhibitor: inhibits rat ARF GTPase activating protein 1; Arfgap1-stimulated ARF1 GTP hydrolysis, GDP FP detection; inhibition, % at 16.5 µM; 360,000 compounds, 0.26% hits;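 active = inhibition above a per-plate limit, mean inhibition of low control wells plus 3 SD, cut at about 25% in these data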;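 note: 0% = DMSO wells with enzyme and 100% = wells lacking Arfgap1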
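Material – truncated rat Arfgap1 GAP domain · Buffer or medium – HEPES-based buffer, pH 7.5 · Reagent – human ARF1(Δ1-17)-GTP substrate · Dosing – 16.5 µM single point, 1.26% DMSO · Schedule – GTP hydrolysis reaction 2 h at 25 °C · Technique – GDP detection by fluorescence polarization · Benchmarks – No-Arfgap1 wells (100%) versus DMSO full-reaction wells (0%) · Repeats – single replicate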
PLCb3 inh: inhibitors of human phospholipase C beta3. 370,000 compounds, 0.18% hits. Q01970. AID 720704. inhibition, % at 12.2 µM. Purified PLC-beta3, fluorogenic substrate, fluorescence; in the data active = inhibition above about 11%;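 note: 0% = median of compound wells on plate and 100% = full blocker control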
Target sequence (Q01970 whole entry, looked up): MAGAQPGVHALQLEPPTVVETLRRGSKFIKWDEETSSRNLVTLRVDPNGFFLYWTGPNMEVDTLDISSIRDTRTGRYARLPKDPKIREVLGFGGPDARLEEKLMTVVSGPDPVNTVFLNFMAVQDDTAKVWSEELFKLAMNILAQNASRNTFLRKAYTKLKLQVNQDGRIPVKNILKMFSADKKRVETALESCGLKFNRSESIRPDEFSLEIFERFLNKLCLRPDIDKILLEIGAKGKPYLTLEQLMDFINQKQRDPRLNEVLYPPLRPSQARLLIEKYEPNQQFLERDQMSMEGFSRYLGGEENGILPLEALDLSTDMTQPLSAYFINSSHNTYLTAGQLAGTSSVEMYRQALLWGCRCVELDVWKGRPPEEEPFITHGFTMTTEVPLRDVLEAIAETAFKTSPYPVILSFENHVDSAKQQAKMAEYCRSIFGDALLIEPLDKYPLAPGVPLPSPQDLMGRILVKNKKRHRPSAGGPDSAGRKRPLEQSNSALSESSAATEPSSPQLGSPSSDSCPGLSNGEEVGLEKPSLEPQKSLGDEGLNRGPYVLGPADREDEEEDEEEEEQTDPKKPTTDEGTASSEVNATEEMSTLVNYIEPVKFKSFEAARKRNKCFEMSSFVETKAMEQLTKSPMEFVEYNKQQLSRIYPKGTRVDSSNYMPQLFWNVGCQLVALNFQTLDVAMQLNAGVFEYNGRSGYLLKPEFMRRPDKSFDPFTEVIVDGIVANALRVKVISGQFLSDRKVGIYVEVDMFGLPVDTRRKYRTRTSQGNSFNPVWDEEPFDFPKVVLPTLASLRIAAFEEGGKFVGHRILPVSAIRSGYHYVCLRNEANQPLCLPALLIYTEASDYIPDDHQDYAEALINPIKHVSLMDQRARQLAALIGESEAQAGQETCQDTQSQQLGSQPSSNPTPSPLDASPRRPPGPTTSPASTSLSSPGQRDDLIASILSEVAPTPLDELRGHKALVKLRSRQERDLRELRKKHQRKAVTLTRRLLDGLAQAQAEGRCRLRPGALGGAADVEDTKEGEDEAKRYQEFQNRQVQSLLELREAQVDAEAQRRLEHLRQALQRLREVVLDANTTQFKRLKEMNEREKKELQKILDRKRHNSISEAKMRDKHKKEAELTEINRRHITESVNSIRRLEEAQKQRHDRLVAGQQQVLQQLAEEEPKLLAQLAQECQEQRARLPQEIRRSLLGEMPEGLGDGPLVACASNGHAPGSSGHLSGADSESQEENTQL
Tn6 DDE FP: DD(E)-Tn6 binding inhibition, primary FP screen. Fibrin DD(E) TRITC-Tn6 fluorescence polarization displacement. inhibition, % at 8.3 µM. 370,000 compounds, 0.21% hits. P02675. AID 720509;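 active = inhibition above a per-campaign cutoff: mean of compounds within control limits plus 3 SD, cut at about 15% in these data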;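 note: 0% = median of all compound wells on the plate and 100% = blocking peptide control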
An asterisk follows results filed as active; i = inactive; · = no result given.

compound	ADAM10 inh	ADAM17 inh	TDP2 absorb	SIAE primary	ASAP1 GAP inh	DDE Tn7 FP inh	PLC-gamma1 inh	ARFGAP1 inhibitor	PLCb3 inh	Tn6 DDE FP
O=C(NC1CCCC1)c1ccc(CS(=O)(=O)c2cccc(C(F)(F)F)c2)o1	-3	-3	-12	-3	-4	-4	-1	8	0	-14
C[C@H]1[C@@H](NCC2CCCCC2)CC[C@@]23CCCN2C(=O)CCC[C@@H]13	-1	-3	4	-1	·	-6	-3	·	1	6
COc1ccc([N+](=O)[O-])cc1N(CC(O)CN(C)C)S(=O)(=O)c1ccccc1 (stereo not drawn)	-2	0	6	6	-7	0	2	-7	6	1
CCOC(=O)c1ccc(Nc2cnc3ccccc3n2)cc1	-24	-4	-15	-6	5	-4	-43	2	-78	-9
O=C(COc1ccc(Br)cc1Cl)NC1CCN(Cc2ccccc2)CC1	3	0	-1	-3	-1	6	0	-11	-3	-5
CCOC(=O)c1c(/N=C/C2=C(O)CCCC2=O)sc(C)c1C	-5	0	4	18*	10	7	0	3	-6	5
CCOC(=O)/C=C1\SCC(=O)N1CC(=O)NC(C)c1ccc(F)cc1 (stereo not drawn)	-7	-2	7	-1	-10	1	-7	0	-8	-3
Cc1ccc2c(CN3CCN(c4ccccc4F)CC3)cc(=O)oc2c1	-6	3	-16	-4	19	-5	2	11	1	-8
O=C(NCc1ccco1)c1ccc2sc([C@H]3C[C@H](O)[C@@H](CO)O3)nc2c1	-13	1	-4	4	4	7	0	-11	2	-3
COc1cc(CCCN2CCNC[C@@H]2C(C)O)cc(OC)c1OC (stereo partly drawn)	-6	-3	-11	-4	-2	5	4	3	2	-9
COc1cc(=O)n(C)c2cc(N(C)C)ccc12	i	i	-3	-3	-4	-3	-284	5	-361	4
CSc1ccccc1NC(=O)CN(C)C(=O)c1c(C)nn(Cc2ccccc2)c1C	-3	0	8	4	16	-1	3	-17	-3	2
O=C(CNC(c1ccccc1)c1ccccc1)Nc1ccccc1F	6	1	3	2	-6	0	0	5	-1	-6
O=c1[nH]c(/C=C/c2ccccc2Cl)nc2ccccc12	0	-2	-1	-37	-6	6	-3	5	-7	8
COc1cccc(C(=O)NN2C(=O)C3C4C=CC(O4)C3C2=O)c1 (stereo not drawn)	-5	-6	4	15	-3	0	-2	2	1	4
O=C(CSc1nnc(-c2ccco2)o1)Nc1ccccc1Cl	0	-1	-4	-3	9	1	0	3	-7	5
Clc1ccc(COc2ccccc2-c2ccnc3ncnn23)cc1	-209	-45	1	-12	1	1	-123	-9	-154	-7
CCCCCCCCCCCCN1[C@@H](CC(C)=O)c2cc(F)cc(F)c2S1(=O)=O	-6	-3	3	-6	7	-5	-2	5	-7	0
COc1ccc(CCNC(=O)CSc2nnc(-c3ccc(F)cc3)o2)cc1OC	-4	-2	-1	5	10	0	0	0	2	4
CCn1nnc(NC(=O)C(C)(c2ccccc2)c2ccccc2)n1	8	-1	-16	-2	-8	3	5	7	6	1
Cc1ccc(CCn2c3c(c4ccccc42)CN(C)CC3)cn1	-12	-8	17	11	1	-3	-7	4	-3	-14
Cc1ccc2nc(Cl)c(/C=N/NC(=O)CN3CCOCC3)cc2c1	-12	-6	5	0	-1	-8	-2	5	-11	5
COc1ccc(-c2csc(C(C)(O)c3ccccc3)n2)cn1 (stereo not drawn)	-8	-2	0	-1	3	-4	6	10	1	-7
CCN(CC)C(=O)CSc1nc(O)c(Cc2ccccc2)c(=O)n1-c1ccc(C)cc1	4	-5	10	7	-4	10	-1	-8	-4	0
CC(CCc1ccccc1)NC(=O)Cc1ccccc1 (stereo not drawn)	-2	-2	6	0	7	-3	0	1	4	1
O=S1(=O)N=C(N2CCN(c3ccc(F)cc3)CC2)c2ccccc21	-1	-4	0	3	-1	13	3	2	-1	4
NNC(=O)c1ccc2nc(-c3ccc(Br)cc3)cn2c1	-76	-15	-13	4	8	-11	-16	13	-26	-9
O=C1CC(NS(=O)(=O)c2cccs2)CN1c1ccc(F)cc1 (stereo not drawn)	-3	-1	-2	-8	-5	0	-53	-13	-4	0
Cc1ccc(S(=O)(=O)N2CCC3(CC2)OCCN3S(=O)(=O)c2cccs2)cc1	4	4	4	-8	6	-2	-2	7	-1	4
O=C(NCc1cccc(C(F)(F)F)c1)c1ccc2c(c1)OCO2	-13	-2	1	-3	0	1	-1	6	-5	5
COc1cc(NC(=O)c2ccc(CNc3c(N4CCOCC4)c(=O)c3=O)cc2)cc(OC)c1	-7	-1	2	1	-25	3	-1	6	0	-2
CC1(C(=O)NS(=O)(=O)c2cccc(F)c2)CCN1C(=O)c1cccc2ccccc12 (stereo not drawn)	-20	-5	-5	2	5	-2	1	9	0	-1
Cc1cc(NC(=O)CSCCO)no1	-5	-2	9	8	9	-4	-2	10	-1	-1
Cc1ccc(N2C(=O)[C@@H]3[C@H](C2=O)[C@H]2C=CC=NN2[C@@H]3C(=O)Nc2ccc(Cl)cc2)cc1	-20	5	1	0	-4	-1	-38	9	-55	-13
CCOC(=O)c1csc(NC(=O)C2CCCN(S(=O)(=O)c3ccc(C)cc3)C2)n1 (stereo not drawn)	1	3	9	-2	·	6	2	·	0	-4
COc1ccc(C(=O)N=C2CCC(C#N)=C3c4cc(OC)c(OC)cc4CCN23)cc1	-23	-7	1	1	3	-6	-31	0	-30	4

Compound profiles, as listed above.
Clc1ccc(COc2ccccc2-c2ccnc3ncnn23)cc1 in the list: ADAM10 inh = -209; ADAM17 inh = -45; TDP2 absorb = 1; SIAE primary = -12; ASAP1 GAP inh = 1; DDE Tn7 FP inh = 1; PLC-gamma1 inh = -123; ARFGAP1 inhibitor = -9; PLCb3 inh = -154; Tn6 DDE FP = -7
O=C1CC(NS(=O)(=O)c2cccs2)CN1c1ccc(F)cc1 (stereo not drawn) in the list: ADAM10 inh = -3; ADAM17 inh = -1; TDP2 absorb = -2; SIAE primary = -8; ASAP1 GAP inh = -5; DDE Tn7 FP inh = 0; PLC-gamma1 inh = -53; ARFGAP1 inhibitor = -13; PLCb3 inh = -4; Tn6 DDE FP = 0

Next part
compound	ADAM10 inh	ADAM17 inh	TDP2 absorb	SIAE primary	ASAP1 GAP inh	DDE Tn7 FP inh	PLC-gamma1 inh	ARFGAP1 inhibitor	PLCb3 inh	Tn6 DDE FP
C/C(CC(=O)NCc1ccccc1Cl)=N/NC(=O)c1ccccn1	-1	-1	3	2	-9	-5	-2	-18	-5	2
Cc1ccc(C(=O)Nc2ccc(Br)cc2)cc1S(=O)(=O)Nc1ccccn1	-11	-5	-4	-51	3	-1	-3	5	-5	1
CNC(=O)N(C1=NCCCCC1)c1ccc(Br)cc1	12	-1	-5	-1	-4	-4	2	1	3	5
CC1(OC(=O)CCc2ccccc2)C(=O)C=C2C=C(c3ccc(C#N)cc3)N(CCc3c[nH]c4ccccc34)C=C2C1=O (stereo not drawn)	-6	-2	-19	0	7	-3	-31	1	-52	-8
CCOC(=O)C1(CCc2ccccc2)CCN(Cc2ccc(O)cc2)CC1	-1	2	-5	-1	6	1	7	1	6	-2
COCCNC(=O)CN(c1ccc(OC)c(OC)c1)S(=O)(=O)c1ccc(C)cc1	2	4	-10	8	6	2	3	-3	5	7
COC(=O)C1CCN(C(=O)c2ccc(Cl)c(S(=O)(=O)NCc3cccnc3)c2)CC1	12	-2	3	0	11	-5	5	17	3	-8
Cc1ccccc1NC1=NC(C)(C)N=C(N)N1	-8	-1	5	0	10	-6	-2	8	0	1
CCN(C(=O)COC(=O)/C=C/c1ccc(C)o1)c1c(N)n(Cc2ccccc2)c(=O)[nH]c1=O	-8	-6	4	0	1	-2	-1	12	-7	-3
N[C@@H](Cc1cc(I)c(Oc2ccc(O)c(I)c2)c(I)c1)C(=O)O	6	-3	4	-11	14	-1	-1	12	-2	3
Cc1cc(NC(=O)CCC(=O)N(c2ccc(F)cc2)C(C(=O)NC2CCCC2)c2ccccc2)no1 (stereo not drawn)	1	-1	2	-10	20	-5	-2	9	-4	0
c1ccc(CSc2nnc(Cc3ccccc3)o2)cc1	5	1	0	-3	8	3	-1	-2	-5	9
FC(F)(F)c1nc2ccccc2nc1N/N=C/c1ccc(Cl)cc1	-86	-33	9	4	-5	-1	-29	19	-46	-10
Fc1ccc(/C=N/Nc2cc(N3CCOCC3)ncn2)cc1	3	-1	-15	-1	-2	-5	-87	10	-1	1
N#Cc1cccc(NC(=O)OCCCN2CCC3(CCCCC3)C2=O)c1	4	1	-3	6	·	0	0	·	-1	4
C[C@H](CO)N1C[C@H](C)[C@@H](CN(C)C(=O)Nc2ccccc2)Oc2c(NS(=O)(=O)c3ccccc3)cccc2C1=O	-2	-4	8	-1	11	4	-1	5	1	4
COCCCn1c(Cc2csc(Nc3ccccc3)n2)nnc1SCC(N)=O	-6	-4	-16	0	-7	0	5	18	-8	-3
CC(C)N(CC(N)=O)c1ccc(S(=O)(=O)N2CCCC2)cn1	-10	-4	-1	0	4	4	-5	-6	-15	4
CCC(=O)Nc1nnc(S(=O)(=O)N2CCc3ccccc32)s1	-3	0	5	-6	12	-1	-3	6	0	1
CCOc1ccccc1C1CC(=O)Nc2cc(OC)c(OC)c(OC)c21 (stereo not drawn)	-2	3	2	-1	1	3	-3	10	-1	-2
Clc1ccc(CNc2nc(CN3CCOCC3)nc3scc(-c4ccccc4)c23)cc1	11	2	-15	-11	-1	4	-4	-11	-4	-4
CC(C)[C@H](NC(=O)C1CCN(C(=O)[C@H](Cc2ccccc2)NC(=O)OC(C)(C)C)CC1)C(=O)O	10	-3	-3	2	-5	-3	5	9	-1	2
Cc1ccc2nc(SCc3nnc(-c4ccccc4)o3)[nH]c2c1	-3	-4	6	0	-2	1	0	1	-2	2
Cc1ccc(S(=O)(=O)NC(C)(C)C)cc1C(=O)OCC(=O)N1CCCC1=O	-5	0	3	-4	16	1	1	9	-1	-6
CCc1nnc(NC(=O)c2ccc(Cl)c(S(=O)(=O)N3CCc4ccccc43)c2)s1	2	-2	8	-10	-2	1	-19	0	-24	-13
Cc1cc(C)n(-c2ncccc2[N+](=O)[O-])n1	-6	0	7	7	0	-3	2	2	-3	-1
Cc1ccc2c(C)c(C(=O)N3CCN(Cc4ccc5c(c4)OCO5)CC3)oc2c1C	17	4	-5	-5	-7	-1	2	0	-4	-9
Cc1cc(SCC(=O)N/N=C/c2ccc(O)cc2O)c(C)cc1Br	-8	2	0	12	1	-2	-5	-2	-8	-5

Printed as active in SIAE primary (from the list above):
compound	ADAM10 inh	ADAM17 inh	TDP2 absorb	SIAE primary	ASAP1 GAP inh	DDE Tn7 FP inh	PLC-gamma1 inh	ARFGAP1 inhibitor	PLCb3 inh	Tn6 DDE FP
CCOC(=O)c1c(/N=C/C2=C(O)CCCC2=O)sc(C)c1C	-5	0	4	18*	10	7	0	3	-6	5
